Compound activity (PubChem)
PfGluPho inh: PfG6PD enzyme inhibitors, primary screen, biochemical, fluorescence intensity, uHTS. 0.78% of 350,000 active. PfGluPho enzyme, NADPH resazurin-diaphorase fluorescence. inhibition, % at 20 µM. glucose-6-phosphate dehydrogenase-6-phosphogluconolactonase (Plasmodium falciparum 3D7). AID 504690, 2011;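 active = inhibition reaching at least a set limit at 20 µM in the primary screen, cut at about 59% in these data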;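 also: 0% = DMSO wells with substrate and 100% = DMSO wells lacking glucose-6-phosphate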
SENP1 FRET inh: human SENP1 catalytic domain inhibitors, primary screen, biochemical, FRET, uHTS; Sentrin-specific protease 1 (Homo sapiens), Q9P0U3; recombinant SENP1 catalytic domain, CyPet-SUMO1-YPet FRET cleavage; inhibition, % at 10 µM; 0.21% of 360,000 active; AID 624204, 2012;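 active = inhibition at least 30% at 10 µM, raw YFP signal under a set limit, fluorescence ratio 0.5 to 1.5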;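 also: 0% = enzyme with DMSO and 100% = no enzyme wells; some results filed as inactive read as strong as hits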
Target sequence (Q9P0U3 419-644 limits assumed): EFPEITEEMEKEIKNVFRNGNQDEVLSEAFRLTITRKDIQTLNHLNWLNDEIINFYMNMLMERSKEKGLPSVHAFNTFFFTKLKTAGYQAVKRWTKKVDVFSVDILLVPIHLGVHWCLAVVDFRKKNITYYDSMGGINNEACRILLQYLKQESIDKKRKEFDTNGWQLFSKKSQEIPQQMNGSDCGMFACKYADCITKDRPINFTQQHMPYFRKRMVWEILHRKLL
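Material: hSENP1 catalytic domain, recombinant; medium: Tris pH 8 with BME, BSA, NP40 and catalase; compound: single concentration of 10 µM compound, 0.5% DMSO final; technique: FRET read of cyan and yellow fluorescence; timing: 50 min enzyme reaction, room temperature, light-protected; reagent: SFCypet-SUMO1-SFYpet substrate at 25 nM; control set: no-enzyme low, enzyme-DMSO high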
HKDC1 inhibitor: HKDC1 hexokinase inhibitors, primary screen, biochemical, fluorescence, uHTS. Q2TB90. recombinant HKDC1, G6PDH/diaphorase resazurin coupled fluorescence. inhibition, % at 20 µM. 0.16% of 340,000 active;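 active = inhibition above about 35% when tested at 20 µM, limit read from the data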;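 also: plate controls were DMSO wells with enzyme for no effect and DMSO wells lacking enzyme for full effect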
Target sequence (Q2TB90 whole entry, looked up): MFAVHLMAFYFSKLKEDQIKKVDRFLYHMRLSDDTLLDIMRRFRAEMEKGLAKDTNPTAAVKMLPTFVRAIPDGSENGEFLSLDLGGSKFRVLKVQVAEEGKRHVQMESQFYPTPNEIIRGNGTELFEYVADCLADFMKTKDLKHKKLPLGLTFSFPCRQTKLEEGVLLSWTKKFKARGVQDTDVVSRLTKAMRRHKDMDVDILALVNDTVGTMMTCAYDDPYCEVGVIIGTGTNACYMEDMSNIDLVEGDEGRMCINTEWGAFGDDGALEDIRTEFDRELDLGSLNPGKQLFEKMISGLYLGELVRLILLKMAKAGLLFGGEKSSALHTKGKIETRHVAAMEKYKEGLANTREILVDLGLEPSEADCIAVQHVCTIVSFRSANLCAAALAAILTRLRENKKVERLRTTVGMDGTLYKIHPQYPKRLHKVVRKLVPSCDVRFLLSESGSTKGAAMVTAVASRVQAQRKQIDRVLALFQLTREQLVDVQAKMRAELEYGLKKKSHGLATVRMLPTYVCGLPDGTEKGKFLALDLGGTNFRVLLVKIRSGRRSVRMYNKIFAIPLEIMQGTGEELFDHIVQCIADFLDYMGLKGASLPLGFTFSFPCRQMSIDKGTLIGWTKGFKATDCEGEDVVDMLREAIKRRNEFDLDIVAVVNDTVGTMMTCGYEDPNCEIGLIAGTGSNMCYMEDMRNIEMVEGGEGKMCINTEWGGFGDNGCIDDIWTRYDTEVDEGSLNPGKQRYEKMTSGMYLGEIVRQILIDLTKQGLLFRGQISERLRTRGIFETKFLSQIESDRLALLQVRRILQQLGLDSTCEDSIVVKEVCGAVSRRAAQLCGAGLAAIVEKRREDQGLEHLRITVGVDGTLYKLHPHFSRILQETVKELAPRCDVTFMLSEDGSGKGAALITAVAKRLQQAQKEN
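Material – in-house recombinant HK5 (HKDC1) enzyme · Quantity – HKDC1 at 5 µg/mL · Buffer or medium – pH 8.0 Tris buffer with 10 mM MgCl2 · Reagent – glucose with 1 mM ATP · Dosing – single 20 µM dose · Times – reaction time 90 min, room temperature, protected from light · Technique – resorufin fluorescence at 613 nm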
SENP7 inh: SENP7 protease inhibitors, primary screen, biochemical, luminescence, uHTS | recombinant SENP7, Z-RLRGG-aminoluciferin luminescence, 40 min | Sentrin-specific protease 7 (Homo sapiens), Q9BQF6 | inhibition, % at 5 µM | AID 434973, 2010 | 1.5% of 330,000 active;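 active = inhibition above about 50% at the single test dose, limit read from the data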;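 also: plate controls were DMSO with enzyme for no effect and no enzyme buffer wells for full effect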
SENP8 block-1: human SENP8 protease inhibitors, primary screen, biochemical, fluorescence, Nedd8 protein substrate, uHTS; recombinant SENP8; inhibition, % at 20 µM; 0.64% of 360,000 active; AID 602440, 2012; in the data active = inhibition mostly above about 40%, no sharp cut-off; inactive = mostly below about 27%
SENP8 block-2: SENP8 protease inhibitors, primary screen, biochemical, luminescence; purified SENP8, Z-RLRGG-aminoluciferin cleavage; AID 2540, 2010; 1.2% of 330,000 active; Sentrin-specific protease 8 (Homo sapiens), Q96LD8; inhibition, % at 10 µM; in the data active = inhibition above about 50%
Apaf1 inhib: inhibitors of human Apaf-1 apoptosome, primary screen, biochemical, DEVD-Rh110 fluorescence, uHTS; inhibition, % at 20 µM; 0.71% of 330,000 active; Apoptotic protease-activating factor 1 (Homo sapiens), O14727; reconstituted apoptosome caspase-3 activity; active = inhibition of at least 40% at 20 µM;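 also: plate controls were DMSO wells for no effect and DEVD-CHO caspase inhibitor wells for full effect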
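System: reconstituted apoptosome with Apaf-1, cytochrome c, caspase-9, procaspase-3, dATP; Signal: Rh110 fluorescence intensity; Schedule: 30 min compound preincubation, 50 min activation, room temperature; Reagent: cytochrome c trigger plus (Z-DEVD)2-Rh110 caspase-3 substrate.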
SENP6 block: SENP6 protease inhibitors, primary screen, biochemical, luminescence, uHTS. Recombinant SENP6 catalytic domain, aminoluciferin luminescence. inhibition, % at 10 µM. 1.8% of 330,000 active. AID 2599, 2010;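 active = inhibition above about 50% at the single tested dose, limit read from the data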;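 also: plate controls were DMSO wells with enzyme for no effect and DMSO wells lacking enzyme for full effect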
NALP3 yeast inh: NALP3 inflammasome inhibitors in reconstituted yeast, primary screen, luminescence, uHTS; Yeast reconstituted NLRP3/ASC/caspase-1, beta-gal luminescence, 24 h; inhibition, % at 10 µM; 0.39% of 330,000 active;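 active = inhibition of 50% or more; inactive = inhibition below 50%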;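 also: plate controls were induced DMSO wells for no effect and uninduced yeast grown without galactose for full effect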
* marks the source's active call; other numbers are inactive results; i = inactive; / = no result given.

SMILES	PfGluPho inh	SENP1 FRET inh	HKDC1 inhibitor	SENP7 inh	SENP8 block-1	SENP8 block-2	Apaf1 inhib	SENP6 block	NALP3 yeast inh
COc1ccc(N2CCN(c3ncnc4sc(C(=O)NCC5CCCO5)c(C)c34)CC2)cc1 (stereo unspecified)	3	0	-4	10	0	4	26	-10	21
COc1ccc(NC(=O)/C(Cl)=C(/Cl)S(=O)Cc2ccccc2Cl)cn1 (stereo unspecified)	36	/	20	9	/	-2	11	3	29
CCOc1ccc(OCCCC(=O)NC2=NCCS2)cc1	-7	1	-5	4	20	0	-2	-13	23
O=C(CSc1nc2ccccc2s1)NNC(=S)Nc1ccccc1	2	2	6	-3	5	-11	1	0	18
CCC(C)C(NC(=O)/C(=C\c1ccccc1)NC(=O)c1ccc(OC)cc1)C(=O)O (stereo unspecified)	-7	-10	-4	-9	4	2	-10	-2	1
CCCn1c(CN2CCN(C(=O)c3ccco3)CC2)nc2cc(S(=O)(=O)N(C)C)ccc21	-5	-38	5	-8	-223	-13	16	-14	4
COc1cc(C(=S)N2CCOCC2)ccc1OC(=O)c1ccccc1C	-4	1	-3	7	10	-11	3	-5	19
COc1cc(OC)cc(-c2cc(N3C(=O)Nc4ccccc4N3O)n[nH]2)c1	-24	1	-2	-4	7	-7	-9	-12	3
CC(C)C(=O)Nc1nc2cc3c(cc2s1)OCO3	12	-2	-5	14	4	11	2	29	29
CCC1CCCCN1CCCNC(=O)c1cn(CC)c2ccc(S(=O)(=O)N3CCc4ccccc4C3)cc2c1=O (stereo unspecified)	-7	-10	-4	4	6	-1	11	15	3
CCCC(C(=O)NNC(=O)c1cc(C)oc1C)c1ccccc1 (stereo unspecified)	-3	4	-10	6	5	1	-1	5	10
O=C(O)/C=C/C(=O)OC1CC2CCC1C2 (stereo unspecified)	9	1	-7	4	5	-2	9	-7	0
Cc1ccc(S(=O)(=O)Nc2cc(-c3ccccc3)nn2C)cc1Cl	-55	0	-3	2	14	6	6	5	-4
Clc1ccccc1OCCCn1ccnc1	-5	-1	-2	-1	14	-4	-2	-1	10
CSc1ccc(/C=C/C(=O)OCC(=O)NC2CCS(=O)(=O)C2)cc1 (stereo unspecified)	3	2	-5	4	i	-6	3	-10	8
O=C(NC1CC1)C1CCN(S(=O)(=O)c2ccc(Cl)cc2)CC1	-15	1	-6	3	1	-9	6	-1	12
CC(C)c1ccc(NC(=O)c2cc(S(=O)(=O)NCC3COc4ccccc4O3)ccc2F)cc1 (stereo unspecified)	11	2	-1	5	24	-1	15	-16	3
O=C(O)c1ccc(S(=O)(=O)N2CCC3(CC2)CC(=O)c2ccccc2O3)cc1	-22	4	-3	12	-66	-7	2	-8	2
CCOCCN(C(=O)c1ccccc1Cl)c1ccccc1	4	2	-4	6	22	9	-8	-23	-7
CCN(CC)C(=S)Oc1ccc(Cl)cc1Cl	7	-2	-2	-9	26	0	9	2	14
Cc1ccc2nc(C)cc(C(=O)NC3CCCCCC3)c2c1	0	-1	-8	-9	-58	-13	13	-33	0
c1ccc(C[n+]2c(-c3ccccc3)csc2Nc2ccccc2)cc1	11	0	2	-5	2	-5	3	-3	21
CC1=CC(C)(C)N2C(=O)C3(C(C#N)=C(N)OC4=C3C(=O)CCC4)c3c(C)c(C)cc1c32 (stereo unspecified)	-11	1	-3	0	8	-1	0	15	-9
CC1=C(C(=O)NCCN2CCOCC2)C2(CCC(C)CC2)OC1=O (stereo unspecified)	-1	0	-2	-4	19	-5	-4	0	6
O=C(NCCc1ccncc1)C12CC3CC(CC(C3)C1)C2	4	2	-7	-3	25	-1	-6	-14	6
COCCCNC(=O)C[C@H]1C[C@H](C(=O)N(C(C)C)C(C)C)[C@@]2(C)c3[nH]c4ccc(Cl)cc4c3CCN2C1=O	7	3	-6	0	7	/	15	/	/
CCN(CC(=O)Nc1c(F)cccc1F)C(=O)COc1ccc2c(C)cc(=O)oc2c1	-10	1	-2	5	-359	3	-8	-6	-2
CCOC(=O)c1c(C)[nH]c(C)c1S(=O)(=O)NCC(=O)Nc1ccccn1	-14	-1	4	7	21	6	5	14	14
Nc1nccnc1C(=O)OCC(=O)N1CCN(S(=O)(=O)c2ccc(Cl)cc2)CC1	2	-23	-8	-4	i	8	2	5	-15
CCOC(=O)N1CCN(C(=O)C2CCN(S(=O)(=O)N3CCCC3)CC2)CC1	-10	0	-11	4	11	-5	-16	-7	12
CN(C)C(CNc1ncnc2sccc12)c1cccs1 (stereo unspecified)	-10	-8	-8	-1	-7	1	-2	-7	11
C[C@H](CO)N1C[C@H](C)[C@@H](CN(C)S(=O)(=O)c2ccc(F)cc2)Oc2c(NC(=O)Nc3ccc4c(c3)OCO4)cccc2C1=O	11	1	-1	-1	-4	-13	25	-7	-5
COC(CC(=O)NNC(=S)Nc1ccccc1)OC	-11	0	-6	13	4	0	-3	-15	19
Cc1nc2c3ccccc3n(CC(=O)c3ccc(F)cc3)c(=O)n2n1	12	0	4	-16	14	-17	10	-13	-3
O=C(NCCCN1CCOCC1)c1nn(-c2ccccc2)c(=O)c2ccccc12	-26	0	-1	-8	-10	-12	6	-24	15
Cc1cccc(NC(=O)NCC(c2ccc(F)cc2)N2CCN(C)CC2)c1 (stereo unspecified)	10	2	-1	-3	12	-1	-13	8	7
Cc1cc(C)c2[nH]c(=O)c(CN(Cc3cccs3)C(=S)NCc3ccco3)cc2c1	12	-3	-5	5	-54	5	18	-7	5
CC1(C)OC(=O)C(=CNCCc2ccc(O)cc2)C(=O)O1	10	2	-4	8	10	-13	14	14	4
CC(=O)c1cccc(NC(=O)Cc2coc3cc4c(cc23)CCC4)c1	5	3	-7	-4	0	-13	19	-14	28
CCOc1ccc2c(O)csc2c1	-7	-3	-8	-8	-36	-11	11	-18	2

Part of the list above in order of SMILES length, lowest first.
SMILES	PfGluPho inh	SENP1 FRET inh	HKDC1 inhibitor	SENP7 inh	SENP8 block-1	SENP8 block-2	Apaf1 inhib	SENP6 block	NALP3 yeast inh
CN(C)C(CNc1ncnc2sccc12)c1cccs1 (stereo unspecified)	-10	-8	-8	-1	-7	1	-2	-7	11
CCOC(=O)c1c(C)[nH]c(C)c1S(=O)(=O)NCC(=O)Nc1ccccn1	-14	-1	4	7	21	6	5	14	14
CCN(CC(=O)Nc1c(F)cccc1F)C(=O)COc1ccc2c(C)cc(=O)oc2c1	-10	1	-2	5	-359	3	-8	-6	-2

The list goes on.
SMILES	PfGluPho inh	SENP1 FRET inh	HKDC1 inhibitor	SENP7 inh	SENP8 block-1	SENP8 block-2	Apaf1 inhib	SENP6 block	NALP3 yeast inh
Oc1csc(Cc2nc(-c3ccc4ccccc4c3)cs2)n1	5	23	0	66*	-44	37	11	8	18
CC1CCCN(C(=O)C(C)Sc2nc(-c3ccccc3)cc(C(F)(F)F)n2)C1 (stereo unspecified)	-25	1	0	12	21	-6	16	-2	27
Cn1c(SCC(=O)NNC(=O)c2ccccc2Br)nnc1C(F)(F)F	1	1	0	-7	11	1	-9	11	6
COc1cc2ccccc2cc1C(=O)NC(=S)Nc1cc(C(=O)O)ccc1C	-23	1	-4	7	-3	7	13	-23	17
COc1ccc2c(c1)-c1nc(/N=C/c3ccccc3O)sc1CC2	32	-4	3	5	-313	-8	40	24	15
O=C(CCS(=O)(=O)c1ccccc1)OCC(=O)N1CCN(S(=O)(=O)c2ccc(Cl)cc2)CC1	7	0	-3	-5	3	-11	-2	-4	20
CCS(=O)(=O)N1CCCC(C(=O)NCCCOC(C)C)C1 (stereo unspecified)	1	0	6	2	33	7	-8	5	1
O=C(N/N=C/c1c(-c2ccccc2)[nH]c2ccccc12)c1cccnc1	8	-2	-4	2	-135	-2	7	2	11
CC(=O)Nc1ccc(NC(=O)c2nc(S(=O)(=O)Cc3ccccc3)ncc2Cl)cc1	9	4	1	-11	12	-4	5	-18	5
CS(=O)(=O)N1CCc2cc(C(=O)N3CCN(c4ccccc4F)CC3)ccc21	-1	0	-5	-3	4	8	4	-11	1
COc1ccccc1NC(=S)NCc1cccnc1	9	0	-16	2	17	-1	-3	5	19
O=C(CNC(=O)c1ccco1)Nc1ccc(F)cc1	-3	3	-6	-1	6	-8	3	3	4
O=C(c1cccs1)N(Cc1nc2sc3c(c2c(=O)[nH]1)CCCC3)C1CCCC1	6	-4	8	7	-55	0	27	-11	10
COc1ccc(C(=O)NC(=S)Nc2ccc(Cl)c(C(=O)O)c2)cc1	-20	-1	8	6	6	2	-1	2	0
Cc1cc(C)c(C#N)c(SCc2cn3ccccc3n2)n1	14	-2	0	1	-2	2	1	-2	27
CC(=O)Nc1ccc(NC(=O)COC(=O)[C@@H]2CCCN2C(=O)c2cccs2)cc1	-11	1	3	13	9	-1	-1	-9	-9
Cc1nc2ccc(S(=O)(=O)NC(C(=O)N3CCCC3)C(C)C)cc2s1 (stereo unspecified)	29	-1	-4	0	7	3	-14	-3	1
COc1ccc(NC(=O)c2cnc(C)cn2)cc1-n1cnnn1	-1	1	-2	-1	24	-2	13	-5	-3
O=C(Nc1ncc(Cc2ccc(C(F)(F)F)cc2)s1)c1ccc(-c2cccc([N+](=O)[O-])c2)o1	-10	1	0	6	11	2	10	9	10
O=C(O)C(c1ccccc1)N1C(=O)/C(=C\c2ccc(-c3ccccc3Cl)o2)SC1=S (stereo unspecified)	2	-26	18	-1	18	12	22	11	20
O=[N+]([O-])c1ccc(-c2ncc(-c3ccc(Br)cc3)o2)cc1	2	-2	-6	13	-27	-14	-8	-21	9
CCc1ccc(-c2csc(NC(=O)COC(=O)CCc3nc4ccccc4s3)n2)cc1	/	/	/	2	/	-2	0	-17	8
COC(=O)CC1COc2ccccc2N1C(=O)c1ccc(Cl)cc1 (stereo unspecified)	-42	0	-5	-1	5	9	0	11	-8
CC(=O)N1CCCc2ccc(NS(=O)(=O)c3ccc(C)cc3)cc21	7	2	4	1	10	6	9	-1	28
C=CCS/C(=N\n1cnc2ccccc2c1=O)N(CC)CC	-1	-2	2	-6	9	-1	-7	14	15
NS(=O)(=O)c1ccc(CCNC(=O)NC2(C(F)(F)F)Oc3ccccc3O2)cc1	5	1	1	4	5	-4	-1	1	-6

Entries of single compounds as entered above.
`COC(=O)CC1COc2ccccc2N1C(=O)c1ccc(Cl)cc1` (stereo unspecified) is entered as PfGluPho inh = -42; SENP1 FRET inh = 0; HKDC1 inhibitor = -5; SENP7 inh = -1; SENP8 block-1 = 5; SENP8 block-2 = 9; Apaf1 inhib = 0; SENP6 block = 11; NALP3 yeast inh = -8
`CC(=O)N1CCCc2ccc(NS(=O)(=O)c3ccc(C)cc3)cc21` is entered as PfGluPho inh = 7; SENP1 FRET inh = 2; HKDC1 inhibitor = 4; SENP7 inh = 1; SENP8 block-1 = 10; SENP8 block-2 = 6; Apaf1 inhib = 9; SENP6 block = -1; NALP3 yeast inh = 28
